Screening data from PubChem.
Siah-1 displacement: blockers of Siah-1 interaction with plectin peptide – biochemical, fluorescence polarization, rhodamine-plectin, uHTS, primary screen (AID 1817); Siah-1 / rhodamine-plectin peptide fluorescence polarization; higher % means a stronger effect; one-dose displacement, % at 20 µM; IC50 in µM for titrated hits; actives 0.02% (n = 290,000);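 active means displacement of at least 50% at 20 µM, with a fluorescence ratio check between 0.3 and a set limit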;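 further: plate controls were Siah plus tracer with DMSO for no effect and tracer alone without Siah for full effect; strong numbers were not always called active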
LYP inhibition: inhibitors of LYP phosphatase, biochemical, fluorescence intensity, uHTS (AID 1779); recombinant LYP phosphatase, fluorescence intensity; higher % means a stronger effect; inhibition, % at 11.5 µM; hits with a dose series show IC50 in µM; actives 0.054% (n = 290,000);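 further: plate controls were vehicle with enzyme for no effect and no enzyme for full effect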
Dynein transport: blocks dynein driven cargo transport along microtubules | 3617.4 mouse cells, GR-EGFP nuclear translocation imaging; test concentration mostly 20 µM; stimulated with dexamethasone, 1 µM; stronger effect = lower value | z-score, hits read low | actives 0.47% (n = 220,000) | AID 1381;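 active means plate z-score of nuclear minus cytoplasmic receptor signal below a set negative limit, without overly bright fluorescence or cell loss, cut at about -3.5 in these data, passing the limit was not always enough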;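 further: z-score of nuclear minus cytoplasmic ring GR-EGFP intensity difference per well; some compounds called inactive have numbers as strong as hits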
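Medium: Induction medium lacking tetracycline, stripped serum | Probe or stimulus: 1.0 µM final dexamethasone stimulus | Schedule: 48 h induction, then 1 h compound, then 30 min agonist, 37 °C | Signal: Automated 10x imaging of fixed Hoechst-stained cells | Evaluation: Per-cell GR-EGFP intensity, nucleus versus surrounding cytoplasmic ring, well-averaged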
human PMI inhibitors: human PMI inhibitors, high substrate, primary screen, biochemical, fluorescence intensity, high mannose 6-phosphate (AID 1220). recombinant PMI enzyme, coupled fluorescence intensity; higher % means a stronger effect. one-dose inhibition, % at 20 µM; IC50 in µM for titrated hits. actives 0.66% (n = 190,000)
PMI inhibitors: MPI enzyme activity inhibition – biochemical, fluorescence intensity, coupled assay, primary screen (AID 1209) | inhibition, % at 20 µM; hits with a dose series show IC50 in µM | actives 0.42% (n = 190,000) | purified PMI enzyme, coupled fluorescence intensity; higher % means a stronger effect;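 further: plate controls were DMSO vehicle for no effect and wells lacking substrate for full effect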
M1AAP inhibition: P. falciparum M1AAP inhibitors, biochemical, fluorogenic H-Leu-NHMec substrate, 1536-well (AID 1445); recombinant M1AAP, H-Leu-NHMec fluorogenic kinetic assay; higher % means a stronger effect; inhibition, % at 30 µM; hits with a dose series show IC50 in µM; actives 0.42% (n = 220,000);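 active means primary inhibition above the hit cutoff, then over 50% inhibition at one or more dose response concentrations, cut at about 23% in these data, passing the limit was not always enough; inconclusive means conflicting primary data, or primary hits not chosen for dose response; inactive means low primary inhibition, or under 50% at every dose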;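 further: plate controls were DMSO full reaction for no effect and no enzyme background for full effect; strong numbers were not always called active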
M17LAP inhibition: P. falciparum M17LAP inhibitors, primary screen, biochemical, fluorogenic H-Leu-NHMec substrate, 1536-well (AID 1619); recombinant M17LAP, H-Leu-NHMec fluorogenic kinetic assay; higher % means a stronger effect; one-dose inhibition, % at 30 µM; IC50 in µM for titrated hits; actives 0.38% (n = 220,000);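 active means compound inhibiting the enzyme by more than half at any dose during confirmatory dose-response retesting; inconclusive means strong single-dose inhibitors picked by rank but not retested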;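 further: plate controls were full reaction with DMSO carrier for no effect and no enzyme background for full effect; strong numbers were not always called active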
XIAP displacement: small molecules displacing peptide from XIAP – biochemical, IAP family, fluorescence polarization (AID 1018). XIAP BIR domain, fluorescence polarization peptide displacement; higher % means a stronger effect. one-dose displacement, % at 20 µM; IC50 in µM for titrated hits. actives 0.007% (n = 200,000); in the data active means displacement above about 50%; further: a part of the inactive calls stands beside numbers as strong as those of hits
AID2073: inhibitors of Mint1-CaV2.2 protein interaction, biochemical, HTRF (AID 2073); HTRF protein-protein interaction, Mint1-CaV2.2; higher % means a stronger effect; inhibition, % at 20 µM; hits with a dose series show IC50 in µM; actives 0.19% (n = 290,000); in the data active means inhibition mostly above about 51%, no sharp cut-off; inconclusive means no clear call, values can overlap the other calls; inactive means mostly below about 53%; further: some results filed as inactive read as strong as hits
Dynein transport cytoplasmic EGFP: second read-out of Dynein transport, no call of its own (marks repeat the call); z-score; measured here: cytoplasmic GR-EGFP intensity; stronger effect = higher value
Dynein transport nuclear GR-EGFP: also measured in Dynein transport; calls as there; z-score; measured here: nuclear GR-EGFP intensity;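 lower value marks the stronger effect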
Dynein transport cell count: second read-out of Dynein transport, no call of its own (marks repeat the call); z-score; measured here: cell count per field
An asterisk follows results filed as active; ? = inconclusive; . = not tested or not shown. Unless noted, no stated cut-off is given here; in the data, active means inhibition above about 50%; inactive means the rest.

SMILES	Siah-1 displacement	LYP inhibition	Dynein transport	Dynein transport cytoplasmic EGFP	Dynein transport nuclear GR-EGFP	Dynein transport cell count	human PMI inhibitors	PMI inhibitors	M1AAP inhibition	M17LAP inhibition	XIAP displacement	AID2073
Cc1c(Cl)cccc1NC(=S)NC(=O)CCN1C(=O)c2ccccc2C1=O	5%	-1%	2	-0.22	0.81	-1.1	-1%	11%	5%	3%	-9.6%	-2%
O=C(CNS(=O)(=O)c1ccc(Br)s1)Nc1ccc2c(c1)OCCO2	1%	-3%	-0.77	-0.36	-0.27	-0.0023	-9%	-4%	-6%	11%	2.6%	3%
CC1CCN(CCCOc2ccc(Br)cc2Cl)CC1	3%	1%	-0.91	-0.097	-0.35	0.78	0%	-7%	2%	8%	-5.8%	-9%
Cc1ccc(NC(=O)CN2C(=O)S/C(=C/c3ccc(-c4cc(C(=O)O)ccc4C)o3)C2=O)cc1C	-2%	30%	-0.52	0.75	-0.23	0.12	12%	22%	0%	?	-36%	13%
CN(C)c1c([N+](=O)[O-])ncn1C	-1%	-9%	-0.13	-0.48	-0.35	0.4	-4%	2%	12%	3%	-2.8%	-2%
CCN1CCN(Cc2ccc(NC(=O)c3cc(NC(=O)c4cncc(-c5ccc(C#N)cc5)c4)cc(OC)c3)cc2C(F)(F)F)CC1	12%	-26%	0.89	0.00018	0.59	0.23	.	.	5%	-5%	.	43%
O=C(CSc1nnc(C2CC2)n1Cc1ccccc1)NCc1ccccc1	-2%	-10%	-0.68	-0.18	-0.15	0.023	0%	3%	5%	4%	-2.4%	-2%
CSCCC(NC(N)=O)C(=O)Nc1ccc(C)cc1 (stereo unspecified)	17%	-10%	-0.64	-0.078	-0.46	-0.46	-9%	-8%	7%	-23%	-2.1%	3%
CSc1sc(C(=O)O)c2c1C(=O)CCC2	-8%	-2%	-0.67	-0.26	-0.36	1.1	-11%	2%	4%	5%	-7.0%	-1%
CC(C)c1ccc(C(=O)NC2=NCCS2)cc1	2%	4%	-0.18	-0.12	-0.38	0.24	-11%	-7%	2%	3%	1.0%	1%
CCC(C)NC(=O)C1CCN(S(=O)(=O)c2cc([N+](=O)[O-])ccc2Cl)CC1 (stereo unspecified)	15%	-5%	0.29	-0.24	0.075	0.093	.	.	1%	13%	.	-5%
CC(C)C(=O)NC(=S)Nc1ccccc1N1CCN(C(=O)c2ccc(Cl)cc2)CC1	1%	0%	-0.33	-0.29	-0.27	0.64	7%	9%	-1%	-1%	-2.1%	26%
CCc1nc(OCCN(C)C)c2oc3ccccc3c2n1	2%	-4%	1.5	-0.096	0.087	-2.4	-16%	-16%	1%	12%	-4.9%	-2%
Cc1ccc2c(CN3CCC(C)CC3)cc(=O)oc2c1	6%	-1%	0.81	0.14	0.59	0.38	-10%	-13%	-5%	5%	-2.9%	23%
CC(C)Cc1nnc(NS(C)(=O)=O)s1	-1%	-8%	-0.6	-0.19	0.52	-0.073	-1%	7%	-4%	5%	-2.7%	-35%
C/C(CCc1ccco1)=N\NC(=O)CNc1cccc2ccccc12	56%	-6%	-0.32	-0.31	0.5	0.14	56%*	31%	1%	-20%	-11%	37%
O=C(CNc1ccc(F)cc1)N/N=C/C1CC=CCC1 (stereo unspecified)	-2%	-6%	0.38	-0.27	-0.16	0.65	-8%	-34%	1%	16%	-3.5%	4%
CCOc1ccccc1N(CC(=O)NC(C)(C)C)C(=O)c1ccc(CN2CCOCC2)o1	-1%	-4%	0.18	-0.26	0.16	-0.5	0%	-14%	2%	-1%	-9.9%	9%
COC(=O)c1ccc(NC(=O)CC2C(=O)N(c3ccc(C)cc3)C(=O)N2CC(C)C)cc1 (stereo unspecified)	2%	-3%	0.59	-0.15	0.65	-0.38	-2%	2%	3%	-1%	-0.4%	35%
CCOc1cc2[nH]c(=O)n(Cc3ccc(C(=O)NCCCN4CCC(C)CC4)cc3)c(=O)c2cc1OCC	9%	-7%	0.44	-0.27	0.23	0.39	8%	11%	7%	3%	0.7%	-14%
CCC(C(=O)c1ccc(O)cc1)c1ccccc1 (stereo unspecified)	4%	-6%	-0.54	-0.23	0.024	0.24	8%	6%	8%	8%	-23%	-1%
O=C(c1cc2ccccc2[nH]1)N1CCOCC1	8%	-5%	0.8	-0.24	0.094	-0.39	-11%	-9%	-9%	-1%	4.0%	-3%
Cc1ccccc1NC(=O)c1cccc(NC(=O)CCC(=O)O)c1	6%	-3%	-0.56	-0.23	-0.59	1	.	.	2%	-6%	-4.6%	0%
Cc1ccc(NCC(=O)NNC2=NCCC2)c(C)c1	-4%	-6%	0.12	-0.16	1.2	-1.2	7%	8%	0%	2%	-1.4%	-1%
CCOC(=O)C1=C(c2ccccc2)OC(N)=C(C#N)C1c1ccc(Br)s1 (stereo unspecified)	-7%	-5%	-1.2	-0.19	-0.78	0.72	15%	7%	8%	2%	-0.7%	9%
O=C(N/N=C/c1cccc([N+](=O)[O-])c1)c1cc(-c2ccc3c4c(cccc24)CC3)n[nH]1	9%	-1%	-0.027	-0.24	-0.059	-0.09	3%	13%	7%	-3%	-11%	23%
O=[N+]([O-])c1cc(-c2cnc3ccccc3n2)ccc1Oc1ccc(Br)cc1	2%	8%	1.2	-0.11	0.46	-1.6	10%	6%	0%	-9%	-3.3%	25%
Nc1ccccc1C(=O)NCc1ccc(Cl)cc1	4%	-1%	-0.5	-0.26	0.66	0.28	7%	10%	1%	-29%	-5.7%	5%
Nc1cc(-c2ccccc2)nn1S(=O)(=O)c1ccc(Br)cc1	-1%	-8%	-0.037	-0.29	-0.03	0.37	16%	15%	-1%	15%	0.0%	-4%
Cc1ccc(N=Cc2sccc2C)cc1C	2%	-9%	1.1	-0.28	0.55	-0.5	9%	7%	-2%	-8%	-2.2%	-6%
Fc1ccccc1OCCCCn1cncn1	8%	-4%	-0.61	-0.2	-0.047	0.22	-6%	-3%	-9%	4%	-8.1%	14%
CCN(CC)CC(=O)N1c2ccccc2CCc2ccc(NC(=O)c3cc(OC)c(OC)c(OC)c3)cc21	2%	-3%	0.24	-0.2	0.085	-0.36	.	.	4%	-3%	.	1%
Cc1ccc(C)c(S(=O)(=O)C(C#N)c2nc3ccccc3nc2N2CCCC2)c1 (stereo unspecified)	1%	1%	-0.69	0.56	-0.21	0.24	-34%	-43%	8%	-49%	-2.3%	10%
CCC(=O)NNC(=O)CCC(=O)Nc1ccccc1	4%	-3%	0.87	-0.23	1.4	-0.74	7%	10%	-2%	0%	0.6%	-5%
Cc1ccccc1Cn1cc(NC(=O)c2cc(-c3ccco3)on2)cn1	0%	0%	-0.27	-0.21	0.66	-0.26	-9%	-11%	-2%	2%	-9.6%	17%
O=C(O)c1ccc(CSc2nc3ccc(N4C(=O)C5C6C=CC(C6)C5C4=O)cc3s2)cc1 (stereo unspecified)	-9%	-7%	0.22	-0.25	0.18	0.16	-8%	-12%	10%	23%	-1.1%	14%
C=CCn1c(SCC(=O)Nc2c(C)cccc2C)nnc1-c1ccncc1	1%	-4%	-0.49	-0.16	-0.35	-0.092	5%	9%	6%	-2%	0.6%	12%
Nc1cc(-c2ccc(Br)cc2)nn1S(=O)(=O)c1ccccc1	0%	5%	-0.98	-0.22	-0.52	0.16	2%	5%	5%	11%	-4.8%	8%
N#CCSc1nnc(COc2cccc3ccccc23)n1-c1cccc(Cl)c1	-3%	-3%	-0.44	-0.21	-0.32	0.18	28%	10%	4%	2%	2.4%	7%
O=C(NCc1ccc(Cl)c(Cl)c1)c1ccco1	4%	-9%	-0.69	0.076	-0.023	1.3	2%	-8%	7%	5%	-1.4%	9%

Marked active in human PMI inhibitors (from the list above):
SMILES	Siah-1 displacement	LYP inhibition	Dynein transport	Dynein transport cytoplasmic EGFP	Dynein transport nuclear GR-EGFP	Dynein transport cell count	human PMI inhibitors	PMI inhibitors	M1AAP inhibition	M17LAP inhibition	XIAP displacement	AID2073
C/C(CCc1ccco1)=N\NC(=O)CNc1cccc2ccccc12	56%	-6%	-0.32	-0.31	0.5	0.14	56%*	31%	1%	-20%	-11%	37%

Further structures
SMILES	Siah-1 displacement	LYP inhibition	Dynein transport	Dynein transport cytoplasmic EGFP	Dynein transport nuclear GR-EGFP	Dynein transport cell count	human PMI inhibitors	PMI inhibitors	M1AAP inhibition	M17LAP inhibition	XIAP displacement	AID2073
CCOC(=O)C1=C(c2ccccc2)OC(N)=C(C#N)C1c1ccc(Cl)s1 (stereo unspecified)	-4%	-4%	0.18	-0.14	-0.2	-0.72	13%	-7%	6%	7%	-1.3%	2%
O=C(CN1C(=O)C2C3C=CC(C3)C2C1=O)NCCC1=CCCCC1 (stereo unspecified)	-5%	1%	0.92	0.0077	0.6	-1.6	-2%	9%	4%	10%	-12%	0%
CCN1CCN(C(=O)c2ccccc2N(Cc2ccccc2)S(=O)(=O)c2ccc(OC)cc2)CC1	9%	-5%	-0.21	-0.16	0.33	0.093	.	.	10%	1%	.	1%
CCC(c1nnc(SCC(=O)Nc2ccc(S(N)(=O)=O)cc2)n1Cc1ccccc1)N(C)C (stereo unspecified)	3%	-4%	1.1	-0.33	1.1	-0.15	3%	-5%	-1%	1%	-3.4%	-1%
S=c1[nH]nc(-c2cc(-c3ccccc3)n[nH]2)n1/N=C/c1ccc(Cl)c(Cl)c1	29%	25%	0.27	-0.21	0.15	-0.15	.	.	4%	1%	.	44%
CCN(CC)CCOC(=O)C1(c2ccccc2)CCOCC1	-2%	-5%	-0.38	-0.2	0.27	-0.15	-8%	-6%	-4%	-8%	1.4%	44%
O=c1ccc2cc(S(=O)(=O)N3CCN(c4cc(Cl)ccc4Cl)CC3)ccc2o1	3%	2%	-0.24	0.68	0.28	-0.92	0%	4%	-1%	-8%	-1.0%	6%
CCOc1ccc(OCC)c(NC(=O)Cn2cccc2)c1	6%	-5%	0.0064	-0.22	0.28	-0.28	0%	1%	0%	-7%	-3.2%	6%
Cc1ccc(C(=O)Nc2ccc(C(F)(F)F)n(C)c2=O)cc1	5%	-1%	0.34	-0.34	0.2	0.64	0%	-10%	4%	27%	-4.3%	22%
Cn1c(-c2ccc(F)cc2)cnc1SCC(=O)N1CCCc2ccccc21	-1%	2%	-0.6	-0.29	-0.59	0.42	3%	2%	9%	5%	-9.2%	-9%

Compounds were not picked by outcome; any-hit rate near 2.1%.
